From PubChem BioAssay
PriA SSB inh = inhibitors of Klebsiella pneumoniae PriA binding to SSB C-terminal tail; AlphaScreen SSBct-PriA binding, biotinylated peptide; inhibition, % at 33 µM; actives 0.6% (n = 430,000); AID 1272365; in the data active = inhibition mostly above about 37%, no sharp cut-off; inactive = mostly below about 20%;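 also: plate controls were negative control peptide for no effect and reference peptide for full effect; strong numbers were not always called active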
Numbers without * were called inactive; & = joins results of further samples. A portion of the library; rates above refer to the full screens.

SMILES	PriA SSB inh
CN(C)c1nc(N2CCOCC2)ncc1NC(=O)Nc1ccc(F)c(Cl)c1	0
Cn1nnc2c(N3CCN(CC(=O)Nc4ccc(F)c(Cl)c4)CC3)ncnc21	0
COc1ccc(CCNc2ncnc3c2cnn3-c2ccc(C)c(Cl)c2)cc1OC	-4
COC(=O)C1CC(OC)CN1C(=O)CCc1ccc(C(F)(F)F)cc1 (stereo not given)	-2
CCOc1ccc(S(=O)(=O)NCc2cccnc2-c2cccs2)cc1F	3
Cc1ccc(N2CC(c3nc(-c4cccnc4)no3)CC2=O)cc1 (stereo not given)	-11
Cc1cccc(NC(=O)CSc2ccc(NC(=O)c3cccs3)nn2)c1C	-9
COCCNC(=O)c1c(N)n(/N=C\c2cccc(OC)c2OC)c2nc3ccccc3nc12	4
N#Cc1ccc(Cl)nn1	25
CS(=O)(=O)c1cccc(C(=O)Nc2cccc3c2C(=O)NC3=O)c1	-19
O=C(NCC#CCOc1cccc(C(F)(F)F)c1)c1ccoc1	-15
O=C(Nc1ccon1)C1(c2cccs2)CCCC1	-12
CC1Nc2ncnn2C(c2ccccc2)C1C(=O)Nc1ccccc1 (stereo not given)	-3
COC(C(=O)Nc1ccc(Cl)cc1-c1nc2ccccc2[nH]c1=O)c1ccccc1 (stereo not given)	-2
CCCCc1ccc(NC(=O)c2cn(C)nn2)cc1	2
C=CCN1C(=S)N(c2ccc(C)cc2)C2CS(=O)(=O)CC21 (stereo not given)	-4
CCOC(=O)c1cc2c(C)n(-c3ccc(SC(F)F)cc3)c(C)c2cc(C(=O)OCC)c1=O	-21
COc1ccccc1-c1nnc2ccc(OCCNS(=O)(=O)c3ccccc3)nn12	11
CC1CCN(CC(O)COc2ccc(C(=O)c3ccc(Cl)cc3)cc2)CC1 (stereo not given)	-4&7
COc1ccc(S(=O)(=O)NCCc2ccc(N3CCCC3)cc2)cc1OC	38
CCc1c(C)nc(SCC(=O)N2N=C(c3cccs3)C[C@H]2c2ccc(OC)cc2)[nH]c1=O	9
O=C(NCCn1ncc2c(=O)n(Cc3ccc(Cl)cc3)cnc21)C1CC1	-38
Nc1n[nH]c(C(=O)N/N=C\c2cccs2)n1	50*
CC1(C)COc2cc(NC(=O)c3cccc(C(F)(F)F)c3)ccc2NC1=O	20
CC(=NNc1nc2ccccc2c(=O)n1O)c1ccco1	-8
(cont.)
SMILES	PriA SSB inh
Cn1cc(S(=O)(=O)N2CCCN(C(=O)c3ccc4ncsc4c3)CC2)cn1	8
O=C(Cc1ccc(F)cc1)NCCn1nc(-c2ccsc2)cc1C1CC1	-14
Cc1onc(-c2ccccc2Cl)c1C(=O)NN=C(N)COc1ccc(Cl)cc1	-6
C=C1C(=O)OC2CC3(C)OC3CC/C(C)=C/C(OC(C)=O)C12 (stereo not given)	-1
O=C(NCCc1csc2nc(-c3ccc(F)cc3)nn12)C(=O)Nc1ccccc1[N+](=O)[O-]	-5
O=C(Nc1ccc(OC(F)(F)F)cc1)Nc1cc(N2CCCCC2)ncn1	3
CCS(=O)(=O)c1cccc(C(=O)Nc2nc3c(F)cc(F)cc3s2)c1	-12
O=C(C1CC1)N(Cc1ccsc1)Cc1ccccn1	-5
Cc1cccnc1NC(=O)C1CN(S(C)(=O)=O)C1	-7
CC(=O)Nc1ccc(SCC(=O)Nc2ccc(F)c(Cl)c2)nn1	-13&14
O=C(Cn1ncccc1=O)N1CC(n2cc(-c3ccccc3)nn2)C1	-8
O=C(Cn1ccc2ccccc21)N1C2CCC1CC(S(=O)(=O)c1ccccc1)C2 (stereo not given)	5
COC(=O)C1CC(OC)CN1C(=O)Cc1cccc(OC)c1 (stereo not given)	1
Cc1ccc(O)c(C(=O)c2cnc(N=C(N)N(C)C)nc2)c1	-7
C/C=C/Cn1c(=O)c2c(nc3n(-c4ccc(S(N)(=O)=O)cc4)c(C)c(C)n23)n(C)c1=O	-22
COC(=O)c1ccc(S(=O)(=O)NCCN2CCN(C(=O)c3ccsc3)CC2)cc1	3
O=C(Nc1ccn2nccc2c1)C1CCCC1	-28
Nn1cnnc1NN=Cc1cccc(Cl)c1Cl	-4
CCOc1cccc(C=NNc2nc(N3CCCC3)nc(N3CCCC3)n2)c1O	-7
Cc1ccnc(Nc2ccc(N3CCN(C(=O)Nc4cccc(F)c4)CC3)nn2)c1	-9
NC(Cc1ccc(Cl)cc1Cl)=NOC(=O)Cc1ccccc1	-51
O=C(NN=Cc1ccc(N2CCCCC2)o1)c1ccccc1	-4
O=C(c1ccccn1)N1CCCC[C@H](c2ccc(F)cc2)C1	-6
CN(C)C[C@H]1CSCCCN1C(=O)c1cc(-c2ccco2)on1	1
O=C(Cc1noc2ccccc12)N1CCN(CCn2ccnc2)CC1	4

Random excerpt: 2 compounds from above
SMILES	PriA SSB inh
Cc1ccc(N2CC(c3nc(-c4cccnc4)no3)CC2=O)cc1 (stereo not given)	-11
Cc1ccc(O)c(C(=O)c2cnc(N=C(N)N(C)C)nc2)c1	-7

A draw from above in order of SMILES length, descending.
SMILES	PriA SSB inh
C/C=C/Cn1c(=O)c2c(nc3n(-c4ccc(S(N)(=O)=O)cc4)c(C)c(C)n23)n(C)c1=O	-22
O=C(NCCc1csc2nc(-c3ccc(F)cc3)nn12)C(=O)Nc1ccccc1[N+](=O)[O-]	-5
COC(=O)c1ccc(S(=O)(=O)NCCN2CCN(C(=O)c3ccsc3)CC2)cc1	3
O=C(Cn1ccc2ccccc21)N1C2CCC1CC(S(=O)(=O)c1ccccc1)C2 (stereo not given)	5
Cc1ccnc(Nc2ccc(N3CCN(C(=O)Nc4cccc(F)c4)CC3)nn2)c1	-9
Cn1cc(S(=O)(=O)N2CCCN(C(=O)c3ccc4ncsc4c3)CC2)cn1	8
Cc1onc(-c2ccccc2Cl)c1C(=O)NN=C(N)COc1ccc(Cl)cc1	-6
CCS(=O)(=O)c1cccc(C(=O)Nc2nc3c(F)cc(F)cc3s2)c1	-12
O=C(Nc1ccc(OC(F)(F)F)cc1)Nc1cc(N2CCCCC2)ncn1	3
O=C(Cc1ccc(F)cc1)NCCn1nc(-c2ccsc2)cc1C1CC1	-14
CN(C)C[C@H]1CSCCCN1C(=O)c1cc(-c2ccco2)on1	1
CC(=O)Nc1ccc(SCC(=O)Nc2ccc(F)c(Cl)c2)nn1	-13&14
O=C(c1ccccn1)N1CCCC[C@H](c2ccc(F)cc2)C1	-6
O=C(Cc1noc2ccccc12)N1CCN(CCn2ccnc2)CC1	4
COC(=O)C1CC(OC)CN1C(=O)Cc1cccc(OC)c1 (stereo not given)	1
O=C(NN=Cc1ccc(N2CCCCC2)o1)c1ccccc1	-4
Cc1cccnc1NC(=O)C1CN(S(C)(=O)=O)C1	-7
O=C(C1CC1)N(Cc1ccsc1)Cc1ccccn1	-5
O=C(Nc1ccn2nccc2c1)C1CCCC1	-28

Carrying on.
SMILES	PriA SSB inh
COc1ccccc1OCC(=O)N1CCC(S(=O)(=O)C(C)(C)C)C1 (stereo not given)	-11
COc1nc(Oc2ccc(C=NO)cc2)nc(N(C)C)n1	-6
Cc1ccc(/C=C/S(=O)(=O)N2CCN(c3ccc4nncn4n3)CC2)cc1	-2
CC(C)(Oc1ccc(Cl)cc1)C(=O)NC1CNC(=O)C1 (stereo not given)	2
Cc1cc(C)c(S(=O)(=O)NCc2ccc3c(c2)OCO3)cc1[N+](=O)[O-]	-2
Cc1ccccc1OCC(=O)NCCCS(=O)(=O)N1CCN(c2ccc(F)cc2)CC1	-9&-3
Cn1nc(NC(=O)CSCc2ccccc2)c2c1NC(=O)C[C@H]2c1ccco1	-8
O=S(=O)(c1cccnc1)N1C2CCC1c1cncnc1C2 (stereo not given)	-3
O=C(Cc1cccs1)OCc1cc(-c2ccc(Cl)cc2)on1	-58
CSc1cccc(C(=O)Nc2cc(C)no2)c1	-12&6
Cc1ccncc1Nc1nc(Cc2ccsc2)cs1	-15
COc1cc(OC)c(C=NNC(N)=S)cc1Br	-2
NCCCC(=O)Nc1ccncc1	-5
Cc1ccc2c(c1)C(=O)OC(C(=O)Nc1nc3c(s1)CCCC3)C2 (stereo not given)	4
O=C(NN=Cc1ccco1)c1cc(-c2cccs2)[nH]n1	-3
CC(=NNc1cccc(Cl)c1)c1ccncc1	6
COc1ccc(S(=O)(=O)N2CCN(c3ccc(-c4noc(C)n4)cn3)CC2)cc1C	-10
Cn1nc(CNC(=O)c2c(F)cccc2F)cc1-c1ccncc1	-13
NC(=O)c1ccc(NC(=O)CN2CCC(c3nnc(C(F)(F)F)o3)CC2)cc1	-11
COc1ccc(C)cc1NC(=O)CSc1nc2c(c(=O)[nH]1)CN(Cc1ccccc1)CC2	3
CN(CC(=O)N1CCN(c2nc3ccc(Cl)cc3s2)CC1)S(C)(=O)=O	-17
CCOc1ccc(-c2cccc(NC(=O)c3ccc(F)cc3F)c2)nn1	7
COc1ccc(CCNC(=O)CN2CC(c3nc(-c4ncccn4)no3)C2)cc1OC	-7
Cc1cccc(NC(=O)COc2cc(C(C)(C)C)nn2-c2nc(C)cc(C)n2)c1	-3
CCCSc1nnc(NC(=O)C23CC4CC(CC(C4)C2)C3)s1	-1
More records
SMILES	PriA SSB inh
O=C(NN=Cc1cc([N+](=O)[O-])cc([N+](=O)[O-])c1O)/C(=C\c1cccs1)NC(=O)c1ccccc1	-4
COc1ccc(OC)c(C=NNC(=O)CC2C(=O)NN=C2C)c1 (stereo not given)	-9
O=C(NCC1CCN(C(=O)c2ccoc2)CC1)c1ccc(OC(F)(F)F)cc1	1
Cc1cc(NC(=O)C2CCCN2S(=O)(=O)c2ccc(Cl)cc2)n(C(C)C)n1 (stereo not given)	4
CSc1ccc(CNC(=O)CSc2nccn2-c2cccc(C(=O)NCc3ccco3)c2)cc1	46*
COc1cc(C=NN2CCN(c3ccccc3OC)CC2)ccc1O	16
Cc1ccc(C)c(CC(=O)Nc2nnc(-c3ccccc3)o2)c1	25
COc1cccc(NC(=O)C(=O)NCC(c2cccn2C)N2CCc3ccccc3C2)c1 (stereo not given)	-1
COC(=O)c1sccc1S(=O)(=O)N1C2CCCC1COC2	-5
O=c1[nH]nc(SCc2cccc(Br)c2)n2nc(-c3ccco3)cc12	8
CNC(=S)NN=Cc1ccc(-c2cccc(C(=O)O)c2)o1	4
O=C(NCCC12CC3CC(CC(C3)C1)C2)c1ccc(S(=O)(=O)N2CCCCC2)cc1	2
O=C(NN=Cc1ccc(O)c(O)c1)C1c2ccccc2Oc2ccccc21	-1
CCS(=O)(=O)N1CCN=C1SCc1cccc2ccccc12	-14
CCOc1cc(C(=O)NCc2nnc(SCC(=O)N3CCc4ccccc43)n2-c2cc(OC)ccc2OC)cc(OCC)c1OCC	-3
Cc1ccc2nc(N/N=C\c3ccc(Br)cc3)nc(-c3ccccc3)c2c1	-16
Cc1cccc(-n2ncc3c(=O)n(Cc4cccc(C(F)(F)F)c4)cnc32)c1C	-18
O=C(C1CCCN1S(=O)(=O)c1cccs1)N(CCn1cccn1)c1nc2ccccc2s1 (stereo not given)	7
COC(=O)C1CC(Oc2ccccc2F)CN1C(=O)c1cccnc1OC (stereo not given)	1
O=C1CCCN1CCl	-6
O=C(CSc1nnc(Cc2ccc(Cl)cc2)c(=O)[nH]1)Nc1ccccc1F	4
CCn1cc(NC(=O)Nc2cccc(C(C)=O)c2)c2ccccc21	-12&-2
COc1ccc(CCNS(=O)(=O)c2cc(C)ccc2C)cc1OC	-4
O=C(NCc1ccccn1)C(=O)NCc1cccs1	-8
CCc1ccc(NC(=O)CCCn2nc(-c3ccc(OC)c(OC)c3)ccc2=O)cc1	-14
(list continues)
SMILES	PriA SSB inh
O=C(NN=Cc1ccncc1)c1ccc(Cl)s1	4
Cc1nc2c(=O)n(CC(=O)NCC3CCCO3)nc(-c3ccc(Cl)cc3)c2s1 (stereo not given)	-11
Cc1ccc(NC(=O)NCc2nccc(N3CCCC3)n2)cc1F	-22
COc1ccc(SCC(=O)Nc2nc3c(s2)Cc2ccccc2-3)cc1	11
NC(=NOC(=O)c1ccc(Cl)cc1)c1ncc([N+](=O)[O-])s1	-9
Cc1c(Cl)ccc2sc(=NC(=O)c3ccn(C)n3)n(C)c12	-6
O=S(=O)(NCc1ccccc1-c1ccsc1)c1ccccc1F	-3
CCOc1cc(C(=O)NN=Cc2ccoc2)cc(OCC)c1OCC	-14
CC(=O)N1CCN(c2nc3ccc(Cl)cc3s2)CC1	-15
CCOc1ccc(-c2ccc(OCCNC(=O)c3cc(Cl)ccc3OC)nn2)cc1	-8
Cc1cc([C@@H](O)CCNS(=O)(=O)c2cn(C)cn2)c(C)o1	6
O=C(NCC1CCCO1)Nc1ccccc1F (stereo not given)	-15
COc1ccc(Cl)cc1C(=O)N(CCCN1CCOCC1)c1nc2c(C)c(C)ccc2s1	25
COc1ccccc1OCC(=O)NN=C1CCc2ccccc21	0
CCOC(=O)c1ccc(NC(=O)CSc2nc3ccccc3c(=O)n2C[C@H]2COc3ccccc3O2)cc1	-6
CC(C)CCNC(=O)CSc1nc2c(-c3ccccc3)c[nH]c2c(=O)n1C	-4
CN(CC(=O)NCCc1cccs1)c1nc2c(Cl)cccc2s1	-9
Nc1nc2c(s1)COCC2	2
CCOC(=O)Cc1cc(=O)[nH]c(N=C(N)Nc2ccc(C)c(C)c2)n1	-2
CCn1nccc1C(=O)Nc1cc(-c2ccccc2)sc1C(=O)OC	-13
Cc1cc(C(=O)Nc2ccccc2S(C)(=O)=O)on1	-7
O=C(O)c1cccc(N2C(=O)C3C4CC(C(Br)C4Br)C3C2=O)c1 (stereo not given)	-13
COc1ccc2cc(C(=O)N3CCc4cnc(N5CCOCC5)nc4C3)[nH]c2c1	-7
COc1ccc2nc(N(C[C@H]3CCCO3)C(=O)c3cc(C)no3)sc2c1	-5
Cc1cc(C(=O)N(Cc2ccco2)c2nc3ccc(F)cc3s2)nn1C	-16
The list continues.
SMILES	PriA SSB inh
N#Cc1nccnc1OC1CCN(C(=O)COc2ccc(Cl)cc2Cl)C1 (stereo not given)	-1
Cc1ccc2cc(C=NNC(=O)c3ccc(F)cc3)c(Cl)nc2c1	-3
O=C(Nc1nc(-c2nc3ccccc3s2)cs1)c1ccccc1F	-9
CC(=NNC(=O)c1cccnc1)c1cccc([N+](=O)[O-])c1	-4
O=S(=O)(NC[C@@](O)(c1ccccc1)C(F)(F)F)c1ccccc1Br	-1
Cc1c(Cl)cccc1S(=O)(=O)Nc1ccn2nccc2c1	-3
CNC(=O)c1cc(C(=O)O)ccn1	-5
COc1cc(C=NNC(=O)CSc2n[nH]c(=O)[nH]c2=O)cc(OC)c1O	10
COc1ccc(-c2ccc(N3CCCC(C(=O)NCc4cccs4)C3)nn2)cc1 (stereo not given)	-13
